High-throughput results from PubChem.
MEKK3 PB1 HTS: modulators of MEKK3-MEK5 PB1 binding, primary screen, biochemical, wildtype MEKK3, multiplex bead flow cytometry, Alexa488-MEK5 | 290,000 tested, 1.4% active | binding response (% of control), % at 10 µM | Mitogen-activated protein kinase kinase kinase 3 (Homo sapiens), Q99759 | AID 1529, 2009 | bead-based flow cytometry, Alexa488-MEK5 binding to MEKK3; actives lie on both sides; 0 = blocked by unlabeled MEK5, 100 = vehicle;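 active means binding response more than 3 SD above or below the average of its plate-row segment, actives on both sides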;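 further: Alexa488 bead fluorescence after subtracting the streptavidin-only scavenger bead signal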
Target sequence (Q99759 whole entry, looked up): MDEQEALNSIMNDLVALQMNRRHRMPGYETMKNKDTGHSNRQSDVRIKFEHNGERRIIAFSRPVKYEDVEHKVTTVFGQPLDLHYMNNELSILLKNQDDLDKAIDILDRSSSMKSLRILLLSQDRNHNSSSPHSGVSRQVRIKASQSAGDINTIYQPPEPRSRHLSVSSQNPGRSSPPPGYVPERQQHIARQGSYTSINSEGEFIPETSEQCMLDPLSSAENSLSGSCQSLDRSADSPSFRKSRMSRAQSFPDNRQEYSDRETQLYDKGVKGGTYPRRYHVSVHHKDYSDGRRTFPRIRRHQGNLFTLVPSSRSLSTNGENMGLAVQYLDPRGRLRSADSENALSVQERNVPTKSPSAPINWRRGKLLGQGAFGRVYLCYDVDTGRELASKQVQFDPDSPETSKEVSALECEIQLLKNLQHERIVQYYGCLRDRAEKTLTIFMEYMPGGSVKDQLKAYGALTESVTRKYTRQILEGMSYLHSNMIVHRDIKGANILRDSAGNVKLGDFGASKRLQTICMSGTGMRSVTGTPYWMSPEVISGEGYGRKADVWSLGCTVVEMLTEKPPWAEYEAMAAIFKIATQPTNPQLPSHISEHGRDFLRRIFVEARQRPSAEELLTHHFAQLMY
p-CIP stab down: p/CIP-EGFP fusion destabilizers, primary screen, fluorescence, F442A cells; 290,000 tested, 0.01% active; Q05BA5; decrease of EGFP signal, % at 10 µM; AID 1984, 2009; 16 h;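 active means EGFP signal decrease of at least 30% at 10 µM or well 3 SD below plate mean, unless failing retest; inactive means the rest, including hits failing retest or dose response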; further: some compounds called inactive have numbers as strong as hits; many of its hits are not listed in these tables
IDE cell activ: human IDE activators in live cells, primary screen, fluorescence polarization, HEK cells, FAbeta-B substrate | activation, % at 5.96 µM | 340,000 tested, 0.073% active | FAbeta-B cleavage; 0% vehicle, 100% cell-free pure enzyme wells | AID 493087, 2011 | Insulin-degrading enzyme (Homo sapiens), P14735;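 active means activation above the mean of all tested compounds plus 3 SD, set per screening campaign, cut at about 17% in these data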
IDE cell inh: human IDE inhibitors in live cells, primary screen, fluorescence polarization, HEK cells, FAbetaB substrate; AID 434962, 2010; Insulin-degrading enzyme (Homo sapiens), P14735; 320,000 tested, 0.41% active; FAbetaB cleavage; inhibition, % at 5.59 µM;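 active means percent inhibition above the average of all tested compounds plus 3 SD, set per screening campaign, cut at about 16% in these data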;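 further: IDE supplied by intact live HEK cells; FP after avidin binding of uncleaved biotin substrate so inhibition keeps polarization high; 0% = DMSO wells and 100% = 60 µM reference IDE inhibitor Ii1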
MEKK2wt PB1 HTS: modulators of MEK5 binding to wildtype MEKK2, primary screen, biochemical, multiplex bead flow cytometry, Alexa488-MEK5; 290,000 tested, 1.1% active; binding response (% of control), % at 10 µM; Alexa488-MEK5 binding to MEKK2 WT; actives lie on both sides; AID 1531, 2009; in the data active means binding response below about 67% or above about 130%
PfM18AAP inh: PfM18AAP inhibitors, malaria aminopeptidase, primary screen, biochemical, QFRET, recombinant enzyme | inhibition, % at 7.35 µM | M18 aspartyl aminopeptidase (Plasmodium falciparum 3D7) | AID 1822, 2009 | H-Glu-NHMec fluorogenic cleavage | 290,000 tested, 1.2% active;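 active means inhibition above the campaign mean inhibition over all tested compounds plus 3 SD, cut at about 28% in these data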;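 further: 0% = plate median of test compound wells and 100% = 2 mM ZnCl2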
NALP1 yeast inh: NALP1 inflammasome inhibitors in reconstituted yeast, colorimetric, S. cerevisiae, triplicate retest | S. cerevisiae NALP1/ASC/caspase-1 growth, X-gal OD620, 72 h | inhibition, % at 10 µM | 280,000 tested, 0.61% active | AID 2071, 2009; in the data active means inhibition mostly above about 24%, no sharp cut-off; inactive means mostly below about 32%; further: some compounds called inactive have numbers as strong as hits
SUMO HTRF inh: inhibitors of in vitro SUMOylation cascade, primary screen, biochemical, HTRF, uHTS; SUMO-conjugating enzyme UBC9 (Homo sapiens), P63279; HTRF SUMOylation assay, SAE1/SAE2 + UBC9; inhibition, % at 35 µM; 290,000 tested, 0.36% active; in the data active means inhibition above about 50%, passing the limit was not always enough; further: strong numbers were not always called active
Target sequence (P63279 whole entry, looked up): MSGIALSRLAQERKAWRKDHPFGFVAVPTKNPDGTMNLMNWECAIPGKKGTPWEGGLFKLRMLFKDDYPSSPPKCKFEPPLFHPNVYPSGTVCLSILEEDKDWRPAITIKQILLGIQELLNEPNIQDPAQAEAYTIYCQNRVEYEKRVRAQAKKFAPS
MEKK2mut PB1 HTS: MEK5 binding signal on mutant MEKK2 PB1, primary screen, biochemical, multiplex bead flow cytometry, Alexa488-MEK5 | 290,000 tested, 0.35% active | percent response, % at 10 µM | Alexa488-MEK5 binding to MEKK2 mutant; in the data active means percent response above about 24%, passing the limit was not always enough; further: inactives centre near 1; some results filed as inactive read as strong as hits; reference of the scale not given here
Starred values were filed as active, the others as inactive; · = not tested or not shown. Only part of the results is shown (hit frequency here may not be typical).

cpd	structure	MEKK3 PB1 HTS	p-CIP stab down	IDE cell activ	IDE cell inh	MEKK2wt PB1 HTS	PfM18AAP inh	NALP1 yeast inh	SUMO HTRF inh	MEKK2mut PB1 HTS
1	O=C(COC(=O)CNC(=O)c1cccc([N+](=O)[O-])c1)Nc1cccc(S(=O)(=O)N2CCCCC2)c1	103.0	-10.0	5.3	-0.8	103.0	3.4	17.4	-11.6	0.0
2	O=C1O[C@@H]([C@H](O)CO)C(O)=C1O	110.0	·	-0.2	-5.6	111.0	·	·	·	4.0
3	COc1ccc(CC(=O)Oc2ccc(C#N)cc2)cc1	106.0	-3.2	6.5	1.0	107.0	2.5	15.8	-2.2	3.0
4	Cc1nc2ccccc2c(=O)n1NC(=O)c1ccc([N+](=O)[O-])cc1Cl	109.0	-3.3	6.1	-1.0	104.0	-0.8	0.3	-0.6	-2.0
5	O=C(CSc1ncn[nH]1)c1ccccc1	96.0	-7.1	-0.2	-3.4	97.0	41.9*	5.0	19.9	-6.0
6	c1ccc(-c2cn(-c3ccccc3)c3ncnc(N4CCCCC4)c23)cc1	103.0	0.0	-1.9	-1.3	97.0	-4.5	0.1	-4.7	-1.0
7	O=C(CSc1nnc(CNC(=O)c2c(F)cccc2Cl)o1)Nc1ccc2c(c1)OCCO2	101.0	-5.0	1.5	3.8	102.0	-2.7	-10.0	13.4	3.0
8	Cc1ccc(N(Cc2ccccc2)C(=O)CN2C(=O)NC3(CCCC3)C2=O)cc1	100.0	1.6	1.7	-6.0	105.0	2.3	10.6	7.2	5.0
9	CCc1ccccc1S(=O)(=O)c1c(C)cc(C)nc1Cl	104.0	-10.9	-4.2	1.8	102.0	3.4	-6.6	-0.6	4.0
10	Cc1ccc(S(=O)(=O)N2CCC(C)CC2)c([N+](=O)[O-])c1	98.0	-11.9	·	3.2	99.0	0.2	13.5	-0.9	1.0
11	Cc1ccc2c(c1)c1nc3ccccc3nc1n2CCN1CCOCC1	100.0	-10.8	0.7	-3.0	103.0	2.6	1.6	17.1	3.0
12	Oc1ccccc1Nc1ccccn1	96.0	4.9	-1.3	1.8	95.0	-35.0	-3.8	10.7	11.0
13	Cc1ccc(S(=O)(=O)N(C)C)cc1NC(=O)[C@H](Cc1ccccc1)N1C(=O)c2ccccc2C1=O	105.0	-19.3	-3.1	5.7	100.0	-5.9	34.7	7.1	1.0
14	Cn1c(=O)c2ncn(CC(=O)N/N=C/C=C/c3ccccc3)c2n(C)c1=O	107.0	-1.1	-2.4	0.6	91.0	1.0	10.5	24.6	-9.0
15	CCc1ccc(NC(=O)CSc2nnc(Cc3cccn3C)n2-c2ccc(OC)cc2)cc1	102.0	4.1	2.3	-1.7	94.0	-0.5	22.1	-4.5	0.0
16	OC(CN(c1ccccc1)c1ccccc1)Cn1cnc2ccccc21 (stereo not drawn)	103.0	-15.7	5.6	-3.7	102.0	3.9	-2.4	8.6	-2.0
17	CCOC(=O)c1ccccc1NS(=O)(=O)c1ccc(C)cc1	101.0	-1.4	-1.6	-0.2	103.0	-3.9	2.9	3.6	6.0
18	CC(=O)Oc1ccccc1C(=O)NC(C)CCc1ccccc1 (stereo not drawn)	102.0	-12.2	4.4	3.8	107.0	-13.3	19.6	7.6	4.0
19	OC1O[C@H](c2ccc3c(c2)OCO3)[C@H]2CO[C@H](c3ccc4c(c3)OCO4)[C@@H]12 (stereo partly drawn)	89.0	-2.7	4.6	-1.4	82.0	·	10.7	6.0	2.0
20	CC(C)(C)c1cc(NC(=O)COC(=O)c2ccc3c(=O)n4c(nc3c2)CCC4)n(-c2ccccc2)n1	108.0	-6.5	3.3	-5.0	105.0	-11.0	0.7	13.7	4.0
21	COc1ccc(C(=O)C2CCCN(C(=O)c3cc4nc(C)cc(C)n4n3)C2)cc1F (stereo not drawn)	101.0	-9.2	2.2	6.8	99.0	1.6	2.0	8.2	-6.0
22	Cc1c(Br)c([N+](=O)[O-])nn1CC(=O)Nc1ccc(Cc2ccncc2)cc1	108.0	-9.8	2.6	-4.4	107.0	2.6	24.6	-8.4	1.0
23	COC(=O)c1ccc(NC(=O)C2CCCN2C(=O)Nc2cccc(C(C)=O)c2)cc1 (stereo not drawn)	103.0	-4.0	0.9	·	101.0	-4.1	5.5	12.5	3.0
24	COc1ccc(NC(=O)/C(C#N)=C\c2ccc(-c3cc(C(=O)O)ccc3C)o2)cc1	107.0	2.0	4.9	5.9	111.0	-6.4	6.1	3.8	6.0
25	Cn1cc(CCCC(=O)NCc2ccc(F)cc2)c2ccccc21	110.0	-10.6	3.8	·	110.0	2.5	3.9	4.4	15.0
26	CCOC(=O)C1=C(C)Nc2nc(C)nn2C1c1ccc(OCC)c(OC)c1 (stereo not drawn)	103.0	-22.7	-0.2	1.2	101.0	4.0	3.5	-3.5	-3.0
27	COc1ccc(-c2noc(COc3ccccc3OC)n2)cc1OC	113.0	5.5	-3.0	-0.4	114.0	-3.3	30.7	-16.6	12.0
28	Cc1ccc(/C=N/N=C2\SCC(=O)N2CC2CC2)cc1	103.0	3.5	7.5	4.9	103.0	-4.3	13.2	3.3	2.0
29	Cc1ccc(Nc2nc3c([nH]2)c(=O)[nH]c(=O)n3C)cc1	·	-5.3	3.8	5.0	·	13.0	12.5	-1.9	·
30	C/C(=N\NC(=O)CNc1cccc(C)c1)c1ccc(Br)s1	107.0	3.3	-0.8	-3.2	105.0	-4.3	-23.6	-14.5	-1.0
31	COc1ccccc1C1CCN(C(=O)c2ccc(Cl)cc2)CC1	98.0	-6.8	5.3	2.2	96.0	9.0	15.4	-6.3	-3.0
32	O=C(c1ccco1)N1CCCC(c2nc3c(nnn3Cc3ccccc3)c(=O)[nH]2)C1 (stereo not drawn)	103.0	0.9	1.8	-2.8	101.0	-3.3	-4.3	-8.5	0.0
33	O=C(CCc1ccccc1)Nc1nc2n(n1)C(c1ccccc1)CC(=O)N2 (stereo not drawn)	105.0	-10.1	3.0	2.0	108.0	-1.3	12.3	3.3	10.0
34	CCc1ccc(/C=N/NC(=O)c2cc(-c3cccc([N+](=O)[O-])c3)n[nH]2)cc1	106.0	-9.9	-9.0	6.6	101.0	-0.9	7.6	2.5	6.0
35	Cc1nnsc1-c1c(C(=O)N2CCOCC2)c(C)nn1-c1ccccc1	95.0	-4.9	7.2	2.2	95.0	-6.2	-9.6	8.0	-12.0
36	CC(C)(C)NC(=O)C(c1ccncc1)N(Cc1ccco1)C(=O)c1ccc(-c2ccccc2)[nH]1 (stereo not drawn)	97.0	9.1	-2.0	3.3	83.0	3.1	18.5	2.9	-12.0
37	O=C(CCc1ccccc1)OCCN1CCOCC1	98.0	-16.0	0.0	-0.9	97.0	-3.4	3.8	25.3	-1.0
38	CCc1ccc(C(=O)COC(=O)c2n[nH]c3ccccc23)cc1	97.0	6.5	0.9	3.7	94.0	3.6	-7.7	-3.2	-4.0
39	C=CCn1c(C(C)C)nc2ccccc21	102.0	10.0	3.1	4.1	104.0	-10.0	7.1	-19.4	4.0
40	C(=N\n1cnnc1)/c1ccc(N2CCOCC2)cc1	95.0	-5.9	9.7	2.0	99.0	5.5	4.0	8.3	-2.0
41	CCOc1ccc(NC(=O)CCCN2C(=O)C(c3ccccc3)Oc3cccnc32)cc1 (stereo not drawn)	102.0	4.2	5.1	5.0	95.0	5.5	7.5	·	0.0
42	Cc1cc(NC(=O)CCC(=O)N(CC(=O)NCC2CCCO2)c2ccccc2C)no1 (stereo not drawn)	107.0	-4.9	4.7	-0.2	109.0	-5.9	10.5	-7.6	4.0
43	Cc1nc2ccc(Br)cn2c(=O)c1Cl	105.0	-0.2	-1.5	-3.2	106.0	-5.0	-22.2	18.8	2.0
44	CCCS(=O)(=O)N1CCCC(C(=O)NCCCN2CCN(c3cccc(Cl)c3)CC2)C1 (stereo not drawn)	·	2.3	2.0	·	·	-3.5	-0.1	18.3	·
45	O=C(Nc1ccc(S(=O)(=O)N2CCc3ccccc3C2)cc1)c1ccccc1	106.0	-7.9	-8.2	-0.1	108.0	-0.1	10.4	23.7	5.0
46	O=C(CCCc1c[nH]c2ccccc12)Nc1ncccc1O	104.0	-8.8	1.1	·	106.0	1.7	0.5	0.2	5.0
47	CC(C)OC(=O)c1ccc(N2CCN(c3ccccc3F)CC2)nc1	101.0	1.6	1.9	2.6	104.0	-6.4	30.9	-9.5	1.0
48	Cc1cc(N)nc2nc(C(F)(F)F)nn12	99.0	21.6	8.5	2.8	87.0	-9.4	17.7	10.6	-10.0
49	C=CCNC(=O)N1c2ccccc2Sc2ccccc21	98.0	-8.8	1.4	-1.4	102.0	3.1	7.1	-5.1	2.0
50	CCc1ccc(-c2ccc(SCC(=O)Nc3nnc(C)s3)nn2)cc1	105.0	-7.3	0.4	-5.4	103.0	-2.6	4.4	24.7	2.0
51	Cc1cccnc1NC(=O)Nc1ccc(Cl)cc1	99.0	8.6	2.8	1.7	96.0	-4.7	18.3	8.0	-2.0
52	O=S(=O)(N/N=C\c1ccccc1O)c1ccc(Cl)cc1	103.0	-14.4	4.0	·	99.0	4.6	1.7	-5.3	3.0
53	COC(=O)c1c(NC(=O)CN2CCN(C(=O)c3ccco3)CC2)c2cc(C)ccc2n1C	101.0	-15.2	5.3	5.1	93.0	-5.4	9.5	17.3	-2.0
54	CC1CCCCN1Cc1c(O)ccc2c(=O)c(-c3nc4ccccc4s3)c(N)oc12 (stereo not drawn)	103.0	-18.5	-0.3	1.5	113.0	5.5	36.0	-7.4	2.0
55	CO/N=C/c1cccn1-c1nccc(OC)c1C#N	100.0	-2.6	·	2.1	99.0	-12.5	-7.2	13.0	2.0
56	Cc1c(Cl)cccc1NC(=S)NCC1COc2ccccc2O1 (stereo not drawn)	97.0	7.8	-0.3	2.1	96.0	-11.2	-5.6	3.0	-6.0
57	Cc1c(C#N)c(O)n(CCO)c(=O)c1N=Nc1ccccc1	101.0	0.7	4.7	0.4	102.0	2.1	·	-0.3	0.0
58	Cc1ccc(S(=O)(=O)N(NC2=NS(=O)(=O)c3ccccc32)C(=O)c2ccccc2)cc1	104.0	-17.0	3.9	-1.2	110.0	3.5	15.1	3.7	0.0
59	CC(=O)NC1=NN(C(C)=O)C(c2ccc(C(C)C)cc2)S1 (stereo not drawn)	101.0	-5.0	-6.1	0.6	97.0	-4.3	5.6	13.1	-2.0

Compound profiles, as listed above. Order of values: MEKK3 PB1 HTS, p-CIP stab down, IDE cell activ, IDE cell inh, MEKK2wt PB1 HTS, PfM18AAP inh, NALP1 yeast inh, SUMO HTRF inh, MEKK2mut PB1 HTS
`Cc1cc(NC(=O)CCC(=O)N(CC(=O)NCC2CCCO2)c2ccccc2C)no1` (stereo not drawn) is entered as 107.0, -4.9, 4.7, -0.2, 109.0, -5.9, 10.5, -7.6, 4.0
`C=CCNC(=O)N1c2ccccc2Sc2ccccc21` is entered as 98.0, -8.8, 1.4, -1.4, 102.0, 3.1, 7.1, -5.1, 2.0
